From PubChem
NSD2 HMT inh: NSD2 (human) methyltransferase inhibition; AID 743445; inhibition, % at 12.5 µM; NSD2 peptide methylation, AlphaScreen, 120 min; 310,000 tested, 0.54% active; O96028; in the data active means inhibition above about 50%
CAL PDZ FP-1: inhibitors of human CAL PDZ peptide binding. purified CAL PDZ, TMR-peptide fluorescence polarization, 1 h. AID 504414. inhibition, % at 20 µM. 330,000 tested, 0.02% active. Q9HD26;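 active means highest replicate inhibition of at least 40%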;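 further: plate controls were DMSO neutral control wells for no effect and unlabeled competitor peptide control wells for full effect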
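System: purified tagged CAL PDZ domain construct (CerCALP). Schedule: 1 h incubation at room temperature before polarization reading. Medium: 25 mM sodium phosphate pH 7.4, 150 mM NaCl, TCEP, IgG, Thesit. Read-out: percent inhibition from loss of millipolarization. Measured by: FP readout, S and P plane fluorescence. Probe or stimulus: fluorescent TMR peptide probe.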
dFosB activator: enhances mouse delta FosB homodimer DNA binding; purified delta FosB, TAMRA-CDK5 oligo fluorescence polarization; percent of positive-control signal above neutral wells; P13346; activation, % at 25 µM; AID 493131; 340,000 tested, 0.99% active;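 active means mean activation above about 17%, with every replicate also reaching it, limit read from the data, passing the limit was not always enough; inconclusive means only one of the two conditions met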;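 further: fluorescence polarization rise as delta FosB binds a TAMRA Cdk5 AP-1 oligo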
Target sequence (P13346 whole entry, looked up): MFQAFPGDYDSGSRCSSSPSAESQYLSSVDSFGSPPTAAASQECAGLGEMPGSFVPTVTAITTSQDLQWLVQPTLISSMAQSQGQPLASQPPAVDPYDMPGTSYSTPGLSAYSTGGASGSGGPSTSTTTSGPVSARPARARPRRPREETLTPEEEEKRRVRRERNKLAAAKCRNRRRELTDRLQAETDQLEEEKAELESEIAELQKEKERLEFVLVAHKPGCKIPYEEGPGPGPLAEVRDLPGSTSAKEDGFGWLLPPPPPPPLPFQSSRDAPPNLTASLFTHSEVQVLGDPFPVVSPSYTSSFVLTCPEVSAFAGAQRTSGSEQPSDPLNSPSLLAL
SR-BI DiI-HDL act: activators of SR-BI mediated HDL lipid uptake | activation, % at 12.5 µM | 320,000 tested, 0.096% active | CHO ldlA[mSR-BI] cells, DiI-HDL uptake fluorescence, 3 h; 100 = double the neutral-control signal | AID 504775;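 active means mean replicate activation of at least 60% and every replicate at or above 60%; inconclusive means mean or all-replicate condition met, but not both; inactive means mean below 60% and not all replicates reaching 60%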;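 further: 0% = median plate neutral-control signal and 100% = twice that signal; values of inactives mirror those of a sister screen read the other way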
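Material – SR-BI-overexpressing, LDLR-lacking CHO cells · Medium – BSA-supplemented, HEPES-buffered Ham's F12, pH 7.4 · Doses – single concentration · Times – compound with DiI-HDL co-incubation, 3 h at 37 °C · Measured by – bottom-read fluorescence, 550/595 nm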
MITF TRPM1 HTS: increases MITF-driven TRPM1 promoter luciferase signal; AID 588334; 300,000 tested, 0.75% active; activation, % at 12.5 µM; SK-MEL-5 TRPM1-promoter luciferase, 24 h; % of positive control, neutral wells = 0;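 active means mean activation of at least 80% with every replicate also reaching 80%; inconclusive means mean reaches 80% but some replicate falls short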;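 further: 0% = neutral control wells and 100% = parthenolide positive control wells; values of inactives mirror those of a sister screen read the other way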
PvdQ acylase: blocks Pseudomonas aeruginosa PvdQ acylase activity; purified PvdQ acylase, fluorescence plate reader; inhibition, % at 10 µM; 340,000 tested, 0.063% active; AID 488965; in the data active means inhibition above about 30%, passing the limit was not always enough; inconclusive means no clear call, values can overlap the other calls;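 further: 0% = vehicle neutral wells and 100% = reference inhibitor wells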
Rtt109 Vps75: inhibitors of Candida albicans Rtt109/Vps75 histone acetyltransferase; inhibition, % at 34.9 µM; Q5AAJ8; 330,000 tested, 0.16% active; purified Rtt109/Vps75, ThioGlo CoA-SH fluorescence, 4 h;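 active means inhibition of at least 50% in every replicate; inconclusive means best replicate reaches 50% inhibition but some replicates fall short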
SR-BI DiI inh: mouse SR-BI HDL lipid transfer inhibition. Q61009. ldlA[mSR-BI] CHO cells, DiI-HDL uptake fluorescence, 3 h. inhibition, % at 12.5 µM. 320,000 tested, 0.96% active;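 active means mean replicate inhibition of at least 70% and a set share of replicates each scoring 70 or more; inconclusive means meets just one of the two criteria; inactive means fails both criteria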;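 further: 0% = median of neutral control wells and 100% = median of positive control wells; values of inactives mirror those of a sister screen read the other way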
Target sequence (Q61009 whole entry, looked up): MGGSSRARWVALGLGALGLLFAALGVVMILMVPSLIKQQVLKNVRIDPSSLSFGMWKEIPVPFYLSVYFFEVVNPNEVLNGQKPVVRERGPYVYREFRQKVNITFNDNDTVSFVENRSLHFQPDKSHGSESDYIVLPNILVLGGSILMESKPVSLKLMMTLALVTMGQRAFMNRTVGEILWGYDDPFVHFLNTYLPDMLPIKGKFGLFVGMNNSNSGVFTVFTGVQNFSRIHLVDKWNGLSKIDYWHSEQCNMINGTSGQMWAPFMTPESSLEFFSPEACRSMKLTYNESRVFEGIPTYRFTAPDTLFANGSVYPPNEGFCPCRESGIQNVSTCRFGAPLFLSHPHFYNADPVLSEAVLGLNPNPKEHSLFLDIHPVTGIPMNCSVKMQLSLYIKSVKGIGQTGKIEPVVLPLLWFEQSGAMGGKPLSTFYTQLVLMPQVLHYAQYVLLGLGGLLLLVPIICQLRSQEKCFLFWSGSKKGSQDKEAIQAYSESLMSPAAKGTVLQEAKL
CAL PDZ FP-2: CAL PDZ (human) peptide binding inhibition | Q9HD26 | purified CAL PDZ, TMR-peptide fluorescence polarization, 1 h | inhibition, % at 24.9 µM | 300,000 tested, 0.92% active | AID 602252;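 active means mean inhibition of at least 30% with at least half of replicates also reaching 30%; inconclusive means no clear call, values can overlap the other calls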;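 further: 0% = DMSO neutral control and 100% = excess unlabeled competitor peptide PRC23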
PfHsp90 set2: growth inhibition of yeast expressing Plasmodium Hsp90. S. cerevisiae expressing PfHsp90, BacTiter-Glo ATP, 48 h; yeast lacking PDR1 and PDR3 efflux regulators. inhibition, % at 9.4 µM. 310,000 tested, 0.32% active. AID 504621;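 active means every replicate shows inhibition above about 80%, whatever the replicate mean, limit read from the data; inconclusive means mean inhibition reaches the set limit but some replicate falls short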;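 further: 0% = DMSO neutral controls and 100% = 20 µM radicicol positive controls; yeast relying on Plasmodium falciparum Hsp90 in place of its own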
* = called active by the depositor; u = inconclusive; x = not tested or not shown.

Compound,NSD2 HMT inh,CAL PDZ FP-1,dFosB activator,SR-BI DiI-HDL act,MITF TRPM1 HTS,PvdQ acylase,Rtt109 Vps75,SR-BI DiI inh,CAL PDZ FP-2,PfHsp90 set2
C/C(=N\OCc1ccccc1)c1c(O)cc(C(C)C)n(-c2ccccc2)c1=O,-1.5,-0.5,2.9,-8.9,-7.3,0.6,-1.2,8.9,-2.1,-3.6
Cc1occc1C(=O)NC(C)C1CCCO1 (stereo unspecified),-4.1,-1.3,-5.7,3.7,-5.2,-9.9,4.4,-3.7,-8.4,x
O=C1CCCc2nc3c(cc21)C(O)Oc1c-3ccc2ccccc12 (stereo unspecified),-1.1,0.4,-2.6,-20.7,u,3.2,-26.0,20.7,2.3,0.4
CC1CCCC(C)N1CC(C)(C)NS(=O)(=O)c1ccc(Cl)cc1 (stereo unspecified),34.6,-0.4,2.4,26.8,x,-14.2,4.8,-26.9,-2.4,12.8
CC1CC(C)CN(CCCNC(=O)CCNC(=O)Cn2cnc3ccccc3c2=O)C1 (stereo unspecified),-2.7,-2.0,-3.3,12.7,-9.9,-1.9,14.5,-12.7,1.0,10.7
COc1ccc(CCN(CC(=O)NC(C)(C)C)C(=O)Cn2nnc(-c3ccc(C)o3)n2)cc1OC,-3.4,0.3,-4.2,0.1,-2.3,-11.3,2.6,-0.1,-1.7,0.3
CCC(Oc1ccccc1)C(=O)Nc1ccc(S(=O)(=O)Nc2cc(C)on2)cc1 (stereo unspecified),-5.6,-0.8,-4.1,17.4,0.3,6.0,6.0,-17.4,-5.9,-19.5
CC(=O)N1c2ccc(S(=O)(=O)NCCc3ccccc3)cc2CC1C (stereo unspecified),2.7,-1.7,-7.6,2.6,-21.3,-1.9,0.2,-2.6,-4.1,-14.6
COC(=O)CSc1nnc(CNC(=O)c2ccco2)n1-c1ccc(F)cc1,x,x,6.7,24.4,-2.1,-14.4,1.3,-24.4,-4.4,-35.4
Cc1nc2ccc(NC(=S)N3CCN(c4ccccn4)CC3)cc2nc1C,-2.8,-1.6,0.7,-13.3,0.4,-11.7,-5.1,13.3,-3.3,-2.3
COc1cccc(CC(=NO)c2cccc(OC)c2)c1,-0.9,-0.7,7.6,-3.0,1.7,-21.1,-5.1,3.0,-7.3,-8.9
Nc1nnc(CSCc2ccccc2)s1,-1.0,-0.5,0.8,3.6,-1.8,-3.9,-4.4,-3.6,-1.7,-19.5
COc1ccc(CC(=O)Nc2ccc3c(C)cc(=O)oc3c2)cc1OC,-4.7,0.2,-5.1,-3.3,9.2,-5.1,0.2,3.3,0.0,-1.4
COc1ccc(OCC(O)CN2CCN(c3ccccc3)CC2)cc1 (stereo unspecified),-2.6,-9.1,-0.9,22.2,-9.7,-3.8,-4.6,-22.2,0.5,-13.1
O=C(O)CC(Cc1ccc(Br)cc1)C(=O)Nc1ccccc1 (stereo unspecified),-0.9,-5.0,-4.1,-1.4,-13.2,-10.0,-0.3,1.4,-2.0,-35.5
CCn1cc2nc(SCC(=O)Nc3ccc(OC)cc3OC)n(Cc3ccc(OC)cc3)c(=O)c2n1,0.2,-1.9,-4.5,x,-24.2,-4.2,6.7,x,-1.3,-20.5
CC1CCCCN1C(=O)Cc1ccc(Cl)cc1 (stereo unspecified),1.2,-0.1,-4.7,-7.6,29.1,-7.1,-4.7,7.5,-1.2,-15.5
CCN1CCCC1CNC(=O)c1cc2ccc(OC)cc2[nH]1 (stereo unspecified),20.0,-0.8,2.2,8.2,-10.5,-19.1,-1.9,-8.2,2.0,11.2
CCOCCCNC(=O)CN1C(=O)COc2ccc(S(=O)(=O)N3CCCCCC3)cc21,-2.4,-1.4,-0.9,9.2,9.2,-12.4,-2.7,-9.2,x,9.6
O=S(=O)(NCC(O)COCc1ccco1)c1cccs1 (stereo unspecified),-1.0,-1.1,1.3,21.7,-5.0,8.2,-8.1,-21.7,-0.8,-0.8
COc1ccc(NC(=O)CN(C)CC(=O)Nc2ccccc2SC)cc1,1.0,0.6,0.5,7.5,3.7,5.0,0.0,-7.5,-3.4,-1.0
Cc1nc2ccccc2c(=O)n1/N=C/c1ccco1,1.1,-0.6,-6.1,11.7,-2.2,-4.9,2.9,-11.7,-1.6,x
O=C(CSCc1ccc(F)cc1)NC1CCCC1,3.0,-0.1,3.4,2.1,19.1,-9.5,0.9,-2.1,-1.0,-29.7
COC(=O)C(OC(=O)c1ccccc1)C(C)Br (stereo unspecified),x,-0.6,1.2,3.5,-0.9,-26.8,-0.1,-3.5,-7.4,-8.4
NS(=O)(=O)c1ccc(NC(=O)COC(=O)Cc2c[nH]c3ccccc23)cc1,0.6,-0.7,1.6,-4.5,-10.8,2.3,-10.5,4.5,-3.1,2.4
COc1ccc(OC)c(NC(=O)CNC(=O)Cn2ccc3ccccc3c2=O)c1,x,-0.5,-4.7,-44.6,x,-4.9,-6.1,44.7,-4.1,-5.8
Cn1c(SCC(=O)NCC2CCCO2)nnc1-c1ccco1 (stereo unspecified),-1.0,0.3,4.8,11.3,2.4,-3.2,-5.3,-11.3,-2.0,-6.1
CCc1ccc(OCC(=O)OC(C)C(=O)Nc2ccc(Cl)cn2)cc1 (stereo unspecified),-2.8,-0.9,-8.1,15.3,11.7,8.6,6.7,-15.3,-1.8,-8.7
COc1ccc(/C(N)=N/OC(=O)Cc2ccc(OC)c(OC)c2)cc1,x,-1.5,-11.5,-22.0,7.9,-4.3,-0.9,22.0,-2.0,3.7
O=C(NCC(=O)N1CCN(C(=O)c2ccccc2)CC1)c1ccc(Cl)cc1Cl,1.6,-0.1,-2.5,3.9,x,-13.5,0.5,-3.9,-1.5,-4.9
Cc1ccc(C)c(N(CC(=O)NC2CCCC2)C(=O)CCC(=O)Nc2nccs2)c1,-1.1,-3.3,-8.9,10.3,4.5,-20.9,-7.5,-10.3,-0.1,17.1
COc1cccc(/C=C/c2ccncc2)c1OC,3.1,-1.3,-11.0,-36.7,25.1,-6.7,-4.3,36.7,3.4,-8.0
N#CC1(NC(=O)CN2CCN(S(=O)(=O)c3ccccc3F)CC2)CCCC1,-4.9,-2.7,-3.4,-4.1,1.6,-5.6,-1.2,4.1,-9.2,8.7
COC(=O)C1=C(C)NC(C)=C(C(=O)OC)C1/C=C/c1ccccc1,-13.4,-1.2,-9.1,-1.9,4.2,-13.2,-1.7,1.9,x,21.1
Cc1onc(-c2ccccc2)c1C(=O)Nc1sc2c(c1C(N)=O)CCC2,4.8,-2.4,-6.6,-65.3,x,-6.0,11.8,65.3,x,x
Cc1ccccc1CS(=O)(=O)Cc1ccc(C(=O)NCCc2ccccc2)o1,44.8,0.4,-7.2,4.6,-6.3,-4.8,4.6,-4.6,-2.5,10.2
CC1CC(C)CN(S(=O)(=O)c2ccc(C(=O)N3CCCC3)cc2)C1 (stereo unspecified),-2.9,-2.0,-0.7,4.1,2.2,4.9,6.5,-4.1,-2.8,5.0
CC(C)c1cc(C(=O)N2CCCC(Nc3ccc(F)cc3)C2)nc(N)n1 (stereo unspecified),0.3,-2.6,-10.8,13.9,11.4,-0.3,-1.0,-13.9,-5.6,7.5
O=C(Nc1ccccc1)C1CCCN(S(=O)(=O)c2ccc(-n3cnnn3)cc2)C1 (stereo unspecified),31.8,-1.7,5.3,8.1,x,-13.1,x,-8.1,-4.4,x
Cc1cccc(CCNC(=O)CN(C)S(=O)(=O)c2ccc3c(c2)c(=O)n(C)c(=O)n3C)c1,x,-0.2,-1.4,-1.0,x,2.3,-5.0,-3.7,x,-1.3
O=[N+]([O-])c1ccccc1C=NNc1ccccc1,6.1,-0.3,-1.2,x,26.9,-6.1,0.8,x,-0.7,5.9
Cc1noc(C)c1S(=O)(=O)N1CCN(c2ccc([N+](=O)[O-])cc2)CC1,x,-2.4,-0.9,-26.9,12.9,-7.3,-9.0,26.9,1.3,23.9
COc1ccc(NC(=O)CSc2nc3c(cc2C#N)CN(C)CC3)cc1,1.4,-3.2,-9.7,-2.9,1.8,-9.0,7.0,2.9,-6.3,-7.2
Cc1nc(-c2ccccc2)sc1C(=O)CSc1ccc(Cl)cc1,0.3,-1.0,-14.4,11.2,4.9,-3.7,-1.9,-11.2,-0.9,2.9
COc1ccc(CC(=O)OCC(=O)c2c(N)n(C)c(=O)n(C)c2=O)cc1OC,-1.4,-1.6,1.2,1.0,-0.3,-10.1,4.8,-1.0,-3.3,-19.5
O=S(=O)(CCN1CCN(c2ccccc2O)CC1)c1cc(Cl)ccc1Cl,1.8,-1.7,-10.4,16.6,-0.1,-15.6,0.9,-16.6,-2.4,-1.3
COc1ccccc1N1CCN(CC(=O)c2c(C)[nH]c3ccccc23)CC1,1.0,-3.2,-3.1,-3.4,-19.0,5.7,-0.3,3.4,-4.5,x
CCCOC(=O)NC1C(NC(=O)OCCC)N(C)C(=O)N1C (stereo unspecified),-1.7,x,-1.8,15.9,-12.6,-0.2,0.5,-15.9,12.6,7.6
CCOc1cc(/C=C2/COc3ccccc3C2=O)ccc1OCC(=O)N(C)C,12.0,-1.0,-1.2,-12.5,11.3,12.9,x,12.5,-6.7,0.9
O=C1CC(N2CCOCC2)C(=O)N1CCc1ccccc1 (stereo unspecified),x,0.3,6.8,38.1,x,-11.9,-0.4,-38.1,-7.2,13.7

(continued)
Compound,NSD2 HMT inh,CAL PDZ FP-1,dFosB activator,SR-BI DiI-HDL act,MITF TRPM1 HTS,PvdQ acylase,Rtt109 Vps75,SR-BI DiI inh,CAL PDZ FP-2,PfHsp90 set2
O=C(COC(=O)CCCNC(=O)c1ccc(Cl)cc1)Nc1cc(Cl)c(Cl)cc1Cl,19.1,-0.8,3.8,-5.7,1.4,-8.6,-7.8,5.7,-1.9,11.1
COC(=O)c1ccc(/C=N/n2c(C)nc3ccccc3c2=O)cc1,0.0,-0.9,-3.4,13.5,1.4,12.0,-2.9,-13.5,-3.4,-9.2
COn1c(C)c(C(C)=O)c2c3nonc3ccc21,1.7,-1.5,-3.2,5.5,1.7,0.8,-220.7,-5.5,-4.9,-15.6
CCC(C)(C)C(=O)Nc1cccc(Cl)c1C,5.1,-2.1,-8.1,6.3,4.3,-9.4,-2.9,-6.3,-4.4,-0.1
